FLuc counter: inhibits or activates purified firefly luciferase, miR-21 counter-screen | P08659 | purified FLuc, Km substrates, luminescence inhibition | Potency, µM (doses to about 57.5 µM), inactives show at the highest dose activity change, negative = inhibition, actives largely listed as inhibitors | hit rate 6.9% among 360,000;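 also: potency is read from the fitted curve at half-maximal effect; plate controls were vehicle for no effect and reference inhibitor for full effect; nearly all actives have a fitted effect of over 55% in size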
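Purified P. pyralis luciferase (10nM final) with 10uM D-luciferin and 10uM ATP (Km levels) in 50mM Tris acetate pH 7.5, 10mM Mg acetate, 0.01% Tween-20, 0.05% BSA; qHTS 6-point titration, ~60 µM downward; luminescence read.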
NPC1 prom act: activates the NPC1 promoter. Huh7 NPC1 promoter luciferase reporter, 24 h. Potency, µM (titrated, usually from 9.22 µM), for inactives: at the top dose activation, hits mostly activators. hit rate 2.4% among 320,000;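 also: potency is read from the fitted curve at half-maximal effect; % of control where 0% means no effect; nearly all actives have a fitted effect of over 60% in size; reporter is driven by a mutant NPC1 promoter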
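Compounds in DMSO were transferred onto Huh7 NPC1-luciferase reporter cells pre-incubated 2 h; after 24 h at 37 °C, Amplite reagent was dispensed and luminescence recorded 10 min later.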
PKM2 act: PKM2 (human) enzyme activation; hit rate 0.34% among 260,000; AID 1631; purified PKM2, Kinase-Glo ATP luminescence, activation; response scale: 0% is enzyme alone, no compound; Potency, µM (series often up to 57.5 µM), for the others: at the highest dose activation, actives largely listed as activators; P14618; also: potency is read from the fitted curve at half-maximal effect; % is scaled to controls: 0 for no effect and ±100 for the full control effect; nearly all actives have a fitted effect of over 55% in size
Target sequence (P14618 whole entry, looked up): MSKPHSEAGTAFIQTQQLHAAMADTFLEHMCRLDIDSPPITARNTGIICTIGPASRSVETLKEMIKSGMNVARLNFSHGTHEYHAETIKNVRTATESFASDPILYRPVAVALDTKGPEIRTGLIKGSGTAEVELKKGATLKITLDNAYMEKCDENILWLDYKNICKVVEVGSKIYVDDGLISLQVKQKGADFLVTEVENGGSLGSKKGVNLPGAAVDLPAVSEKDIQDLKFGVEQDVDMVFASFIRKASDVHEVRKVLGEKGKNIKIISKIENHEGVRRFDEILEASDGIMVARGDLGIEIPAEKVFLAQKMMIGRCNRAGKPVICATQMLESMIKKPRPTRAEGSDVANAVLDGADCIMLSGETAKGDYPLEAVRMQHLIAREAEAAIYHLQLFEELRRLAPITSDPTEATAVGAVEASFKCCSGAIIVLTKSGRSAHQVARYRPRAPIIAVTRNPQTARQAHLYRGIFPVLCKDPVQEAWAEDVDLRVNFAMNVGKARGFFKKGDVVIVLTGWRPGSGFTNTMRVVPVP
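ATP formation by purified human PK-M2, quantified via coupled luciferase luminescence after 1 h at room temperature with 0.1 mM ADP and 0.5 mM PEP final.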
RORgamma inh: blocks mouse ROR gamma transcriptional activity; P51450; Drosophila S2 Gal4-RORgamma UAS-luciferase reporter, 20 h; Potency, µM (titrated, usually from 53.6 µM), for inactives: at the top dose activity change, negative = inhibition, usual class: inhibitors; hit rate 5.4% among 310,000; also: potency is read from the fitted curve at half-maximal effect; % is scaled to controls: 0 for no effect and ±100 for the full control effect; nearly all actives have a fitted effect of over 60% in size
Target sequence (P51450 whole entry, looked up, the tested form may be a part): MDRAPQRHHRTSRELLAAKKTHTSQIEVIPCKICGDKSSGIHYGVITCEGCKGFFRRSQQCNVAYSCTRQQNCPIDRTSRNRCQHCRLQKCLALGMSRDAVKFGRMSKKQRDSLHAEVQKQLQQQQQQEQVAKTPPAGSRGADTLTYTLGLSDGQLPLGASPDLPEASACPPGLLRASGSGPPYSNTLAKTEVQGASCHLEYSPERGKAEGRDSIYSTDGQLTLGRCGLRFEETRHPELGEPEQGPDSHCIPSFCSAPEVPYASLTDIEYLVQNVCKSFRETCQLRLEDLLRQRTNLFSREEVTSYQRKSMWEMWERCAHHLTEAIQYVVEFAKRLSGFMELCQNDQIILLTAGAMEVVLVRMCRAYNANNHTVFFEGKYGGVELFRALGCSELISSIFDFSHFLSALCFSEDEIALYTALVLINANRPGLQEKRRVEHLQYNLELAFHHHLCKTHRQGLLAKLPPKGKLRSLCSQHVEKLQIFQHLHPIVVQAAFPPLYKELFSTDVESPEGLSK
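Using a luciferase readout, inhibitors were identified by reduced reporter activity in Drosophila cells coexpressing a copper-inducible Gal4–ROR gamma fusion and UAS-driven Photinus luciferase, incubated 20 hr after 700 uM copper sulfate.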
MBNL1 CUG block: blocks human MBNL1 binding to CUG repeat RNA. Q9NR56. TR-FRET MBNL1-His/biotin-(CUG)12 binding, 665/545 ratio. Potency, µM (titrated, usually from 57.5 µM), without a hit: at the highest dose activity change, negative = inhibition, usual class: inhibitors. hit rate 0.036% among 280,000. AID 2675; active = well fitted inhibition curve with a large enough effect in the signal ratio, with a control signal flat, not every such curve was filed as active; inconclusive = small, poorly fitted or top-dose-only effect, or effect the other way, or a change in a side signal; inactive = no such curve, though single readings can be large or run the other way; the % refers to the signal ratio; also: potency is read from the fitted curve at half-maximal effect; % is scaled to controls: 0 for no effect and ±100 for the full control effect
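TR-FRET between His-tagged MBNL1 and biotin-(CUG)12 RNA, detected with Tb anti-His antibody (0.055 ng/ul) and streptavidin-XL665 (5 nM), 60 min at room temperature. Compounds titrated 92 nM to 58 uM; 665/545 nm ratio normalized to buffer and complex controls.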
ELG1 repair inh: ELG1-dependent DNA repair inhibition | HEK293T ELG1-luciferase reporter, luminescence, 16 h; DNA damage induced by 5-fluorouridine | Potency, µM (doses to about 46.1 µM), inactives show top-dose activity change, negative = inhibition, usual class: inhibitors | hit rate 2.3% among 330,000; also: potency is read from the fitted curve at half-maximal effect; % is scaled to controls: 0 for no effect and ±100 for the full control effect; nearly all actives have a fitted effect of over 55% in size
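In this reporter screen, reduction of luminescence relative to DMSO vehicle indicated activity. Compounds and 5-fluorouridine were added together to 2,000 cells per well, incubated for 16 hr at 37 °C, then developed with ONE-Glo.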
Rab9 promoter act: Rab9 promoter activation | Huh7 Rab9 promoter-luciferase reporter, luminescence, 24 h | Potency, µM (top dose mostly 9.22 µM), for inactives: at the top dose activation, negative = inhibition, actives largely listed as activators | hit rate 2.8% among 320,000 | AID 485297; also: potency is read from the fitted curve at half-maximal effect; % of control where 0% means no effect; nearly all actives have a fitted effect of over 60% in size
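Luciferase signal after 10 min detection reagent at ambient indicates Rab9 promoter upregulation; stably transfected Huh7 cells were treated 24 h with compound in DMSO at 37 °C, 5% CO2.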
Mito fusion yeast: inhibitors of mitochondrial division or activators of mitochondrial fusion; S. cerevisiae fusion-defective mutant growth rescue, CellTiterGlo 48 h; Potency, µM (series often up to 46.1 µM), inactives show at the highest dose growth rescue (activation), actives largely listed as activators; hit rate 0.23% among 320,000; AID 485298;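 also: potency is read from the fitted curve at half-maximal effect; % of control where 0% means no effect; nearly all actives have a fitted effect of over 45% in size; temperature-sensitive fusion mutants such as fzo1-1 at 37 °C on non-fermentable ethanol glycerol medium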
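Growth-rescue viability read-out: after 48 h at the non-permissive 37C in glycerol/ethanol YPEG, yeast mitochondrial fusion mutants are measured by CellTiterGlo luminescence; compounds (23 nl pinned per well) restoring growth score as division inhibitors or fusion activators.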
KCNH2 3.1 block: blocks the human KCNH2 3.1 channel isoform; U2OS KCNH2 3.1, thallium flux FluxOr; hits give low values; activity change, % (tested at about 1.8 µM); hit rate 0.95% among 340,000;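 active = maximum activity change below -70%; inconclusive = maximum activity change from -70% to -50%; inactive = maximum activity change above -50%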;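 also: thallium influx rate constant from kinetic fluorescence after stimulation buffer; % is scaled to controls: 0 for no effect and ±100 for the full control effect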
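We transduce U2OS cells with the mutant 3.1 virus, culture them overnight, load FluxOr with Red40 quencher for 45 min, then add stimulation buffer and read kinetically for 2 min to derive a normalized rate constant.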
Menin MLL FP TR: displaces Texas Red mutant MLL peptide from human menin; hit rate 0.23% among 270,000; Menin + Texas Red MLL mutant peptide, fluorescence polarization; O00255; Potency, µM (top dose mostly 61.6 µM), for the others: at the top dose FP activity change, negative = inhibition, most hits filed as inhibitors; active = well fitted inhibition curve with a large enough effect in the polarisation, with a control signal flat, not every such curve was filed as active; inconclusive = small, poorly fitted or top-dose-only effect, or effect the other way, or a change in a side signal; inactive = no such curve, though single readings can be large or run the other way; the % refers to the polarisation; also: potency is read from the fitted curve at half-maximal effect; % of control where 0% means no effect; many of its hits are not listed in these tables
Gal4-VP16 FLuc: counter-screen for ROR gamma inhibitors: Gal4-VP16 reporter; Drosophila S2 Gal4-VP16 UAS-luciferase, luminescence, 20 h; Potency, µM (doses to about 53.6 µM), inactives show top-dose activity, negative = inhibition, usual class: inhibitors; hit rate 3.5% among 310,000;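 also: Gal4-VP16 expression switched on by copper sulfate through the metallothionein promoter; potency is read from the fitted curve at half-maximal effect; % is scaled to controls: 0 for no effect and ±100 for the full control effect; nearly all actives have a fitted effect of over 50% in size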
Numbers without * were called inactive; u = inconclusive; x = no result given; & = joins results of further samples; [ ] = remark or other dose. Unless noted, calls follow the shape of the dose curve; as a rule, active = well fitted curve in the direction sought with a large enough effect; inconclusive = small, poorly fitted or top-dose-only effect, or another doubt; inactive = no such curve, though single readings can be large; an effect the other way counts as inactive or inconclusive. A portion of the library, so the mix of outcomes need not match the whole.

SMILES	FLuc counter	NPC1 prom act	PKM2 act	RORgamma inh	MBNL1 CUG block	ELG1 repair inh	Rab9 promoter act	Mito fusion yeast	KCNH2 3.1 block	Menin MLL FP TR	Gal4-VP16 FLuc
COn1c(SCC(=O)N(C)C)nc2ccccc2c1=O	3%	2%	-13%	15%	-5%	0%	0%	0%	15	-1%	-9%
CC(C(=O)Nc1ncn[nH]1)N1C(=O)c2ccccc2C1=O (stereo not given)	3%	0%	-4%	-9%	-1%	16%	-2%	2%	1	-11%	-18%
Cc1cc2ncn(-c3ncnc4sc5c(c34)CCCC5)c2cc1C	-7%	1%	2%	-40%	1%	8%	3%	0%	-15	x	-28%
CCOC(=O)c1c(N2C(=O)Nc3ccccc3N2O)sc2c1CCCCC2	2%	1%	6%	3%	x	4%	-5%	-1%	18	-12%	-2%
C=CCOc1cccc(/C=N/NC(=O)C(=O)NCc2ccco2)c1	-3%	3%	-8%	10%	-5%	9%	10%	2%	-16	u	3%
Cn1c(CCNC(=O)c2ccco2)nc2cc(NC(=O)c3ccccc3Cl)ccc21	-15%	22%	-7%	0%	-6%	u	20%	-4%	6	9%	20%
Cc1ccc(C(=O)COc2ccccc2N2C(=O)c3ccccc3C2=O)cc1	-3%	u	1%	-7%	-15%	u	u	0%	-9	5%	-5%
O=C(CCc1ccccc1)NNC(=O)Cc1ccc(Cl)cc1	-11%	-6%	-18%	0%	0%	17%	-3%	6%	-8	u	14%
O=c1cc(-c2ccccc2)nc2nc(CCc3ccccc3)[nH]n12	u	0%	-6%	32%	1%	1%	2%	3%	-5	17%	-5%
O=C1NC2(CCCCO2)CO1 (stereo not given)	0%	-2%	-1%	-12%	-4%	2%	7%	-2%	-17	-11%	-3%
CCOC(=O)c1c(O)c2ccccc2n(C)c1=O	-17%	-1%	8%	-4%	-6%	0%	7%	5%	8	-2%	3%
COc1ccc(C(=O)Nc2cnc3ccccn3c2=O)cc1	17µM*	2.8µM*	4%	-2%	u	u	3.5µM*	6%&-3%	0	11%	-15%
CC1CCCCC1NS(=O)(=O)c1ccc2c(c1)CC(=O)N2C (stereo not given)	3%	-2%	x	7%	1%	u	-2%	1%	-11	-12%	-9%
Cc1c(C(=O)N2CCCc3ccccc32)oc2ccccc12	u	18%	1%	6%	-1%	u	20%	13%	-25	3%	-1%
COc1cccc(CN2CC(C(=O)NCCCn3cccn3)CCC2=O)c1 (stereo not given)	2%	9%	-6%	-9%	-1%	4%	7%	-1%	-1	x	-2%
Cc1ccc(S(=O)(=O)N/N=c2\sc3ccccc3n2C)cc1	2%	-1%	3%	-6%	-7%	14%	-3%	-5%	-5	-3%	-2%
O=C(NCc1ccccn1)c1cc2c(ccc3ccccc32)oc1=O	-6%	0%	-4%	-15%	u	9%	6%	3%	-8	12%	u
O=S(=O)(c1cnc(Cl)c(Cl)c1)N1CCc2ccccc21	4%	-2%	3.5µM*	1%	x	9%	-2%	0%	8	x	2%
NC(=O)CC(NC(=O)c1ccc(Br)cc1)c1ccc(NC2CCCCC2)c([N+](=O)[O-])c1 (stereo not given)	2%	-3%	-13%	u	-2%	-7%	-10%	-1%	-34	37%[activator]	-22%
Cc1occc1C(=O)NN1C(=O)C2C3CCC(O3)C2C1=O (stereo not given)	-2%	0%	0%	3%	x	0%	-7%	-3%	-7	-9%	17%

Record cards (already shown). Order of screens: FLuc counter, NPC1 prom act, PKM2 act, RORgamma inh, MBNL1 CUG block, ELG1 repair inh, Rab9 promoter act, Mito fusion yeast, KCNH2 3.1 block, Menin MLL FP TR, Gal4-VP16 FLuc
Cc1c(C(=O)N2CCCc3ccccc32)oc2ccccc12 reads u, 18%, 1%, 6%, -1%, u, 20%, 13%, -25, 3%, -1%
COc1cccc(CN2CC(C(=O)NCCCn3cccn3)CCC2=O)c1 (stereo not given) reads 2%, 9%, -6%, -9%, -1%, 4%, 7%, -1%, -1, x, -2%
Cc1ccc(S(=O)(=O)N/N=c2\sc3ccccc3n2C)cc1 reads 2%, -1%, 3%, -6%, -7%, 14%, -3%, -5%, -5, -3%, -2%
Cn1c(CCNC(=O)c2ccco2)nc2cc(NC(=O)c3ccccc3Cl)ccc21 reads -15%, 22%, -7%, 0%, -6%, u, 20%, -4%, 6, 9%, 20%

The listing continues.
SMILES	FLuc counter	NPC1 prom act	PKM2 act	RORgamma inh	MBNL1 CUG block	ELG1 repair inh	Rab9 promoter act	Mito fusion yeast	KCNH2 3.1 block	Menin MLL FP TR	Gal4-VP16 FLuc
CCn1c(CC(=O)Nc2ccccc2C)nnc1SCC(=O)NC1=NCCS1	1%	0%	x	-10%	-12%	14%	-24%	4%	-11	x	1%
CC(=O)Nc1ccc(S(=O)(=O)N2CCN=C2SCc2cccc(C)c2)cc1	-6%	-2%	4%	u	-6%	-23%	1%	0%	x	u	-8%
COc1cc(C(=O)NCc2cc(C)nc3ccccc23)cc(OC)c1OC	5%	-4%	0%	9%	2%	-13%	5%	10%	6	11%	-3%
O=C(Nc1ccc(O)c(-c2nc3ccccc3s2)c1)c1cccs1	u	8%	-23%	43%	x	u	-1%	3%	25	u	2%
CC(=O)c1sc2nc(-c3ccc(C)cc3)c3c(c2c1N)CCCC3	1%	-4%	-3%	u	10%	-25%	-9%	16µM*	1	1%	-6%
N#C/C(=C\c1cn[nH]c1-c1ccccc1)C(=O)NC1CCCCCC1	3%	3%	-1%	27%	11%	u	-2%	13%	-22	x	-1%
CCCCC(=O)Nc1c(-c2ccc(OC)c(OC)c2)c(=O)c2ccccc2n1C	-3%	-1%	x	7%	4%	-12%	0%	10%	1	5%	2%
CC12CN3CC(C)(CN(C1)C3c1c[nH]c3ccccc13)C2=O (stereo not given)	0%	-4%	1%	-6%	2%	-22%	0%	1%	-19	17%	-2%
COc1cc(C(=O)NCC(=O)OCC(=O)N2CCc3ccccc32)cc(OC)c1OC	-8%	-1%	0%	3%	-14%	7%	1%	-7%	-40	-9%	6%
CCN(CCNS(=O)(=O)c1ccc2c(c1)oc(=O)n2C)c1ccccc1	5%	0%	-2%	5%	0%	10%	5%	-1%	-3	0%	20%
O=C(CCN1CCOCC1)NNC(=O)Nc1cccc(Cl)c1	2%	-6%	0%	6%	-3%	14%	-5%	0%	-1	x	-1%
Clc1ccc(-c2ccc(C=Nc3ccc(N4CCOCC4)cc3)o2)cc1	4.8µM*	2%	4%	-18%	x	5%	1%	-3%	-11	12%	-6%
COC(=O)C1=C(C)NC(C)=C(C(=O)OC)C1C(=O)OCC(=O)c1ccc(Br)cc1	1%	0%	x	x	x	u	-4%	-1%	-8	x	x
COc1cccc(CCc2nnc(N)s2)c1	-8%	0%	1%	-19%[1.91 µM]	-3%	10%	-8%	4%	28	2%	3%
Cc1nnc(NC(=O)CSc2ccc([N+](=O)[O-])cn2)s1	-1%	-3%	18%	u	5%	1%	1%	8%	5	-2%	3%
COc1ccc(/C=N\NC(=O)c2ccccc2Br)cc1COc1c(F)c(F)cc(F)c1F	-2%	-32%[inhibitor]	-5%	u	4%	u	-26%	10%	14	24%	u
CCc1ccc2oc(C(=O)NCC(c3ccc(OC)cc3)N3CCCCC3)c(C)c2c1 (stereo not given)	0%&-8%	-6%	x	-20%	1%	-5%	-24%	2%	-11	x	0%
COC(=O)c1c(NC(=O)CSc2nnnn2-c2ccc3c(c2)OCO3)sc(C)c1C	-1%	-1%	-5%	13%	9%	-4%	20%	5%	27	1%	0%
Oc1ccc(-c2nc3ccccc3s2)c(O)c1	6µM*	2.8µM*	1%	-29%	3%	u	4µM*	u	-5	x	u
COc1ccc(S(=O)(=O)N2CCOCC2)cc1N=Nc1sc(N)nc1-c1ccccc1	-1%	-3%	-4%	-45%	u	-4%	2%	-5%	9	u	-14%

Assay outcomes: PubChem BioAssay, National Center for Advancing Translational Sciences (NCATS)
